Compound activity: PubChem, National Center for Advancing Translational Sciences (NCATS)
PKM2 activator = PKM2 (human) enzyme activation. actives 0.34% (n = 260,000). purified PKM2, Kinase-Glo ATP luminescence, activation; response scale: 0% is enzyme alone, no compound. Potency, µM (top dose mostly 57.5 µM), without a hit: at the top dose activation, most hits filed as activators. P14618; also: potency is read from the fitted curve at half-maximal effect; % is scaled to controls: 0 for no effect and ±100 for the full control effect; nearly all actives have a fitted effect of over 55% in size
Target sequence (P14618 whole entry, looked up): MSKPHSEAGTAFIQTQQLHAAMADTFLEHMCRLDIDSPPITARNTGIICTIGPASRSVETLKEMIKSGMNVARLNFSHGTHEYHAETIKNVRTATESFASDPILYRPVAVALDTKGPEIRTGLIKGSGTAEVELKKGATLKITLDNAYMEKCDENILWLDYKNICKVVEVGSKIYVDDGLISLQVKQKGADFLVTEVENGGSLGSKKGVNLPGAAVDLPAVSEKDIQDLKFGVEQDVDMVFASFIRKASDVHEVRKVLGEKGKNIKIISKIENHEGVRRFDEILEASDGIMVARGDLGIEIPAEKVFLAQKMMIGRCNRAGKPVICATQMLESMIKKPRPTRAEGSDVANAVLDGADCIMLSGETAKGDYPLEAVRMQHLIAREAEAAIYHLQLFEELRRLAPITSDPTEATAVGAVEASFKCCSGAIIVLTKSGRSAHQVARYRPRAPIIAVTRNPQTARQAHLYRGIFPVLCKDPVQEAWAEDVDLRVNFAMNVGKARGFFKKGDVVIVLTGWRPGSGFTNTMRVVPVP
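hPK-M2, >95% pure; 0.1 mM ADP / 0.5 mM PEP final; imidazole pH7.2 buffer w/ 7 mM MgCl2, 50 mM KCl; 1 h RT; Kinase-Glo lum. Intermediate enzyme activity for dual inhibitor/activator qHTS.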
Gal4-VP16 FLuc = inhibits Gal4-VP16 luciferase reporter, ROR gamma counter-screen; AID 2546; Potency, µM (highest dose often 53.6 µM), inactives show at the highest dose activity, negative = inhibition, actives largely listed as inhibitors; actives 3.5% (n = 310,000); Drosophila S2 Gal4-VP16 UAS-luciferase, luminescence, 20 h;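 also: Gal4-VP16 expression switched on by copper sulfate through the metallothionein promoter; potency is read from the fitted curve at half-maximal effect; % is scaled to controls: 0 for no effect and ±100 for the full control effect; nearly all actives have a fitted effect of over 50% in size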
p53 reactivation = restores transcriptional activity of mutant p53 | Potency, µM (doses to about 92.2 µM), for inactives: top-dose activity change, positive = activation, actives largely listed as activators | actives 0.063% (n = 320,000) | H1299 p53-A138V BP100-luciferase reporter, luminescence, 24 h; also: potency is read from the fitted curve at half-maximal effect; % of control where 0% means no effect; nearly all actives have a fitted effect of over 45% in size
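p53-null H1299 cells stably carrying temperature-sensitive p53-A138V and a BP100-luciferase reporter were pinned with compounds (4-point, 1:5 series) and held 24 hrs at 37 deg C. Luminescence was read 10 min after detection reagent.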
FLuc counter = inhibits or activates purified firefly luciferase, miR-21 counter-screen; Potency, µM (top dose mostly 57.5 µM), for inactives: top-dose activity change, negative = inhibition, actives largely listed as inhibitors; P08659; purified FLuc, Km substrates, luminescence inhibition; actives 6.9% (n = 360,000);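 also: potency is read from the fitted curve at half-maximal effect; plate controls were vehicle for no effect and reference inhibitor for full effect; nearly all actives have a fitted effect of over 55% in size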
Target sequence (P08659 whole entry, looked up): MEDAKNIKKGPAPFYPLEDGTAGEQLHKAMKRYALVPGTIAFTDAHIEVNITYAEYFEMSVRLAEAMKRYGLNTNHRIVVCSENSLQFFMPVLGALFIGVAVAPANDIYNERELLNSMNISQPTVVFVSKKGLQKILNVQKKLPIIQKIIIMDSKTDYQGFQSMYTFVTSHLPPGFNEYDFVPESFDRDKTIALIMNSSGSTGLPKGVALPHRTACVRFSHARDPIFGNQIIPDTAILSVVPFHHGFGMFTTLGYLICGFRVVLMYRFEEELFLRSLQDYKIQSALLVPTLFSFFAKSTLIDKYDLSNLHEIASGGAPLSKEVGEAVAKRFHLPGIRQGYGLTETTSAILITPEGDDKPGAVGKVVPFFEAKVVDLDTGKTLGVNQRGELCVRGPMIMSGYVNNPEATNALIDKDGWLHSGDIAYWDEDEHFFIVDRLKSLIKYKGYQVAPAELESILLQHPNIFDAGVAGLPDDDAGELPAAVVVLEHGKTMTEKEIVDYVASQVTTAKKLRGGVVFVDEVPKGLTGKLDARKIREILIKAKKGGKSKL
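Biochemical qHTS of compounds, final roughly 60 µM downward over six points, against 10 nM purified firefly luciferase using Km concentrations of substrates (10 uM D-luciferin, 10 uM ATP) in Tris acetate pH 7.5 buffer; luminescence output.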
Rab9 prom act = Rab9 promoter activation; Huh7 Rab9 promoter-luciferase reporter, luminescence, 24 h; Potency, µM (titrated, usually from 9.22 µM), inactives show at the top dose activation, negative = inhibition, hits mostly activators; actives 2.8% (n = 320,000); also: potency is read from the fitted curve at half-maximal effect; % of control where 0% means no effect; nearly all actives have a fitted effect of over 60% in size
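Huh7 reporter line, Rab9 promoter upstream of luciferase. Compound exposure 24 h at 37 °C in reduced-serum medium with 10% FBS. Read-out: luminescence.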
NPC1 promoter act = activators of NPC1 promoter; Huh7 NPC1 promoter luciferase reporter, 24 h; Potency, µM (highest dose often 9.22 µM), for inactives: top-dose activation, usual class: activators; actives 2.4% (n = 320,000);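 also: potency is read from the fitted curve at half-maximal effect; % of control where 0% means no effect; nearly all actives have a fitted effect of over 60% in size; reporter is driven by a mutant NPC1 promoter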
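Stable NPC1-promoter luciferase Huh7 line; cpd (DMSO) 24 h, 37 °C, 5% CO2; Amplite luciferase reagent 10 min RT; luminescence readout. qHTS format.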
Menin-MLL TR inh = displaces Texas Red mutant MLL peptide from human menin. O00255. Menin + Texas Red MLL mutant peptide, fluorescence polarization. Potency, µM (highest dose often 61.6 µM), inactives show top-dose FP activity change, negative = inhibition, hits mostly inhibitors. actives 0.23% (n = 270,000); active = well fitted inhibition curve with a large enough effect in the polarisation, with a control signal flat, not every such curve was filed as active; inconclusive = small, poorly fitted or top-dose-only effect, or effect the other way, or a change in a side signal; inactive = no such curve, though single readings can be large or run the other way; the % refers to the polarisation; also: potency is read from the fitted curve at half-maximal effect; % of control where 0% means no effect; many of its hits are not listed in these tables
BRCA1 expr act = activators of BRCA1 expression; MCF7-BRCA1-FFLuc reporter, luminescence, 48 h; response scale: scaled: vehicle 0%, 10 µM genistein 100%; Potency, µM (titrated, usually from 46.1 µM), inactives show at the highest dose activation, hits mostly activators; actives 1.1% (n = 380,000); AID 624202; also: potency is read from the fitted curve at half-maximal effect; nearly all actives have a fitted effect of over 80% in size; some results filed as inactive show a strong effect at the top dose
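Activators of BRCA1 expression were detected as increased firefly luciferase luminescence in engineered MCF7 cells after 48 h compound incubation. Signals were scaled to genistein 10 microM as full activation.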
Giardia killer = Giardia lamblia killing | Giardia lamblia trophozoite viability | activity change, % at 7.66 µM, hits read low | actives 0.15% (n = 340,000) | AID 540267; in the data active = activity change below about -80%; inconclusive = between about -30% and that limit;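 also: parasites exposed to compound for two days anaerobically before the ATP read; % is scaled to controls: 0 for no effect and ±100 for the full control effect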
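Killing of trophozoites was scored by loss of ATP luminescence after a 48 hrs anaerobic exposure to compounds at 37 deg C, using 100 cells per well.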
ELG1 genotox = genotoxicity induction in ELG1-luciferase HEK293T cells; Potency, µM (doses to about 46 µM), without a hit: at the top dose activity change, positive = activation, most hits filed as activators; HEK293T ELG1-luciferase reporter, luminescence, 16 h; actives 1.3% (n = 330,000); also: potency is read from the fitted curve at half-maximal effect; % of control where 0% means no effect; nearly all actives have a fitted effect of over 60% in size
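After overnight (16 hr) compound treatment at 37 °C, ELG1-luciferase HEK293T cells were lysed with ONE-Glo; luminescence quantified 30 min later at room temperature.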
RORgamma inh = blocks mouse ROR gamma transcriptional activity. P51450. Drosophila S2 Gal4-RORgamma UAS-luciferase reporter, 20 h. Potency, µM (highest dose often 53.6 µM), for inactives: at the highest dose activity change, negative = inhibition, hits mostly inhibitors. actives 5.4% (n = 310,000). AID 2551; also: potency is read from the fitted curve at half-maximal effect; % is scaled to controls: 0 for no effect and ±100 for the full control effect; nearly all actives have a fitted effect of over 60% in size
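Using a luciferase readout, inhibitors were identified by reduced reporter activity in Drosophila cells coexpressing a copper-inducible Gal4–ROR gamma fusion and UAS-driven Photinus luciferase, incubated 20 hr after 700 uM copper sulfate.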
Starred values were filed as active, the others as inactive; ? = inconclusive; . = no result given; [ ] = dose if it differs, or a comment. Unless noted, calls follow the shape of the dose curve; as a rule, active = well fitted curve in the direction sought with a large enough effect; inconclusive = small, poorly fitted or top-dose-only effect, or another doubt; inactive = no such curve, though single readings can be large; an effect the other way counts as inactive or inconclusive. Some of the compounds tested; rates above refer to the full screens.

SMILES	PKM2 activator	Gal4-VP16 FLuc	p53 reactivation	FLuc counter	Rab9 prom act	NPC1 promoter act	Menin-MLL TR inh	BRCA1 expr act	Giardia killer	ELG1 genotox	RORgamma inh
CCC(=O)Oc1ccc(C(=O)Nc2ccc([N+](=O)[O-])cc2)cc1	-6%	-7%	17%	-11%	?	2.8µM*	12%	?	4	9%	23%
Cn1c(Cc2ccccc2)nnc1SCC(=O)NC1CC1	1%	3%	-3%	0%	0%	-3%	7%	-7%	6	2%	-2%
CCOc1ccccc1N1CC(C(=O)Nc2ccccc2N2CCOCC2)CC1=O (centres undefined)	-2%	1%	1%	-3%	7%	-1%	-12%	-3%	6	7%	16%
Cc1cc(C)nc(SCC(=O)N2CCC(C(N)=O)CC2)n1	-5%	-7%	-9%	-2%	-4%	1%	13%	-1%	-7	-4%	-1%
COc1c2c(cc3ccc(=O)oc13)CCO2	-1%	8%	.	-1%	2%	4%	-5%	2%	14	-2%	-2%[1.91 µM]
Cc1ccc(CN2C(=O)CCC2C(=O)NCCCN2CCOCC2)cc1 (centres undefined)	5%	0%	6%	3%	2%	0%	8%	-18%	0	0%	-20%
CC(=O)C12CCCCC1CC1[C@@H]3CC(C)C4=CC(=O)CC[C@]4(C)C3CC[C@@]12C (some centres undefined)	.	-6%	2%	3%	0%	-8%	?	-38%	9	4%	-8%
Cc1ccc2[nH]c(C(=O)N3CCOCC3)cc2c1	8%[11.5 µM]	-6%	16%	?	19%	-1%	-7%	23%	-5	0%	16%
CC(C)(C)[C@H]1C=C(C(=O)NC2CC2)O[C@@H](OCc2ccc(CO)cc2)C1	2%	5%	2%	3%	-3%	0%	-24%	4%	7	6%	-1%
COc1ccc(-n2nc(C(=O)NCCCN3CCCC3=O)c3c4ccccc4n(C)c3c2=O)cc1Cl	.	-1%	-6%	0%	-4%	3%	.	-16%	53[activator]	-7%	12%
C=CC[n+]1c(-c2ccc(C)cc2)csc1Nc1ccc(NC(C)=O)cc1	0%	1%	-9%	?	-19%	-16%	-13%	-77%	8	3%	36%
Cc1cc(Br)cn2ccnc12	-2%	-2%	-8%	-1%	2%	1%	5%	0%	9	-1%	?
OCCC#Cc1ccc(CN2CCN(CCc3ccccc3)C(CCO)C2)cc1 (centres undefined)	-22%	-12%	12%	3%	0%	-1%	-16%	9%	26	-1%	14%[1.91 µM]
CCn1c(SCC(=O)N2CCCCC2)nc2c(c1=O)SC(C)C2 (centres undefined)	0%	-3%	-2%	10%	2%	1%	1%	0%	12	-5%	-4%
CNC(=O)c1[nH]cnc1C(=O)Nc1ccc(Cl)cc1	0%	7.1µM*	3%	-18%	22%	25%	.	-31%	8	7%	4µM*
Cc1noc(C)c1CSc1nnnn1-c1ccc(Cl)cc1	4%	1%	3%	0%	2%	-2%	-4%	-34%	-2	-7%	-1%
NC(=O)N/N=C/c1cc(Br)ccc1OCC(=O)NCc1ccccc1	2%	-2%	-4%	-3%	1%	2%	-2%	-67%	25	3%	?
COc1cccc(C(=O)COc2ccc3c(C)c(Cc4ccccc4)c(=O)oc3c2)c1	4%	-4%	-6%	0%	-11%	-3%	0%	8%	-3	-2%	36%
CCn1cc(C(=O)Nn2cnnc2)c(=O)c2ccc(C)nc21	5%	-7%	-1%	5%	-1%	4%	25%	0%	5	-2%	-21%
O=C(NC1CCCC1)c1cccc(S(=O)(=O)Nc2ccccc2F)c1	.	.	-17%	4%	-2%	0%	.	-3%	33[activator]	-1%	.

An excerpt taken from the entries so far:
SMILES	PKM2 activator	Gal4-VP16 FLuc	p53 reactivation	FLuc counter	Rab9 prom act	NPC1 promoter act	Menin-MLL TR inh	BRCA1 expr act	Giardia killer	ELG1 genotox	RORgamma inh
CCC(=O)Oc1ccc(C(=O)Nc2ccc([N+](=O)[O-])cc2)cc1	-6%	-7%	17%	-11%	?	2.8µM*	12%	?	4	9%	23%
Cn1c(Cc2ccccc2)nnc1SCC(=O)NC1CC1	1%	3%	-3%	0%	0%	-3%	7%	-7%	6	2%	-2%

(continued)
SMILES	PKM2 activator	Gal4-VP16 FLuc	p53 reactivation	FLuc counter	Rab9 prom act	NPC1 promoter act	Menin-MLL TR inh	BRCA1 expr act	Giardia killer	ELG1 genotox	RORgamma inh
Cc1ccc(NC(=O)c2ccc(NS(=O)(=O)/C=C/c3ccccc3)cc2)nc1	1%	14%	-8%	?	3%	-2%	.	-1%	4	-10%	-5%
O=C(Nc1ccccc1C(F)(F)F)c1cc2ncc(CCCl)cn2n1	0%	-12%	?	?	1%	-6%	2%	29%	-9	10%	33%
O=C(N/N=C/c1cccnc1)c1ccccc1NS(=O)(=O)c1cccs1	-4%	12%	1%	?	-1%	1%	6%	7%	-5	-4%	-20%
Cc1ccc(C(=O)NCCSc2snnc2C)cc1	-1%	2%	13%	?	28%	23%	-6%	81%	-12	11%	?
CN(c1ccccc1)c1nc(N)c([N+](=O)[O-])c(Nc2ccccc2F)n1	.	-12%	11%	5%	1%[1.84 µM]	-4%	-18%	-23%	-30	-8%	31%
CC(=O)c1sc(N/N=C2\CC3CCC2(C)C3(C)C)nc1C (centres undefined)	15%	-8%	0%	-1%	-3%	2%	28%	-2%	-4	-1%	2%
CCOc1cc(C)ccc1OCc1nnc(SCC(=O)c2cccc([N+](=O)[O-])c2)n1CC	2%	-2%	-6%	3%	-7%	-6%	-1%	-38%	5	-9%	?
Cc1cc(=O)oc2c(CN3CCN(C)CC3)c(O)c(Cl)cc12	-3%	7%	1%	6%	-12%	1%	-1%	9%	16	-2%	10%
O=C(CSc1nnc(-c2ccco2)c(-c2ccco2)n1)c1ccccc1	-1%	9%	0%	-2%	-2%	-5%	1%	-33%	-6	4%	-8%
O=S(=O)(Nn1cnnc1)c1ccccc1	3%	20%	-6%	0%	1%	-4%	-4%	13%	4	-1%	-41%
COc1ccccc1N1CCN(CC(O)COc2ccc3c(c2)OCO3)CC1 (centres undefined)	-13%	0%	2%	-2%	0%	-3%	-12%	2%	-6	-6%	26%
COc1ccc(C(=O)COC(=O)c2cccc(-n3cnnn3)c2)c(OC)c1	.	.	20%	11µM*	3.5µM*	4µM*	.	2.5µM*	11	?	.
CC(=O)c1c(C)[nH]c(C(=O)OCC(=O)N2CCc3ccccc32)c1C	-11%	-22%	?	-18%	?	4µM*	0%	69%	31[activator]	6%	34%
Nc1nonc1-n1nnc(C(=O)N/N=C/c2ccccn2)c1-c1ccccc1	0%	.	.	-3%	0%	-5%	7%	-30%	-4	-8%	.
COCCOC(=O)c1c(C)oc2ccc(NS(=O)(=O)c3ccc(F)cc3)cc12	3%	0%	-5%	1%	-4%	3%	.	-8%	28	-3%	26%
CCN(CCCNC(=O)CCNC(=O)Cn1cnc2ccccc2c1=O)c1ccccc1	-4%	-4%	-6%	-1%	-4%	1%	4%	-5%	0	0%	16%
Cc1ccc(S(=O)(=O)N2CCC(C(=O)OCCOc3ccccc3)CC2)cc1C	.	.	1%	0%	-2%	-1%	.	-4%	-5	0%	.
NC(=O)CC(NC(=O)Cc1cccc2ccccc12)c1ccc(NCCc2cccc(F)c2)c([N+](=O)[O-])c1 (centres undefined)	22%	-6%	-4%	5%	-1%	1%	.	-27%	3	14%	3%
O=C(NCCCCc1ccccc1)c1cccc(Br)c1	1%[11.5 µM]	2%	0%	-18%	0%	7%	-11%	39%	-23	1%	1%
Cc1ccc(SCc2noc(C(=O)NCC3CCCO3)c2C(=O)O)cc1C (centres undefined)	-4%	-16%	-7%	-15%	3%	-2%	-11%	-9%	4	0%	-4%
COc1cc(C(=O)Nc2cc(-c3cn4cccnc4n3)ccc2C)cc(OC)c1OC	14%	1%	-1%	12µM*	?	0%	-8%	-3%	21	13%	?
COc1cc(CNc2ccc(N3CCOCC3)cc2)ccc1OCC(=O)NC(C)(C)C	0%	24%	8%	?	8%	-9%	?	-4%	0	-11%	?
CCC(=O)NC(c1cc(Cl)c2ccccc2c1O)C1CC1 (centres undefined)	.	.	2%	1%	-3%	2%	.	3%	0	1%	.
O=[N+]([O-])c1cccc(N=Cc2sc3ccccc3c2O)c1	-3%	-21%	2%	?	?	26%	21%	.	.	?	29%
Nc1[nH]n(-c2ccccc2)c(=O)c1N=Nc1ccc2c(c1)OCO2	-13%	-11%	?	2.4µM*	3.2µM*	3.5µM*	.	?	-15	?	?
C=CCn1c(CNC(=O)c2ccco2)nnc1SCC(=O)c1ccc(OC)cc1	-2%	0%	20%	-2%	7%	0%	-5%	17%	-12	-2%	10%
CCCN(CCC)C(=O)c1cc([N+](=O)[O-])cc2c1-c1ccc([N+](=O)[O-])cc1C2=C(C#N)C#N	3%	?	-11%	-3%	8%	-1%	.	-66%	-20	3%	-8%
CCCC(CCC)n1[nH]c(=O)c2c(C)cc(C)nc21	2%	-10%	2%	3%	-3%	9%	-14%	-3%	6	1%	-2%
